Dynein transport – blocks dynein driven cargo transport along microtubules. 3617.4 mouse cells, GR-EGFP nuclear translocation imaging; test concentration mostly 20 µM; stimulated with dexamethasone, 1 µM; active compounds read low. z-score, hits read low. 0.47% of 220,000 active. AID 1381;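 active means plate z-score of nuclear minus cytoplasmic receptor signal below a set negative limit, without overly bright fluorescence or cell loss, cut at about -3.5 in these data, passing the limit was not always enough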;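 further: z-score of nuclear minus cytoplasmic ring GR-EGFP intensity difference per well; some compounds called inactive have numbers as strong as hits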
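Also added – dexamethasone, 1.0 µM final · Buffer or medium – tet-free, stripped-serum medium · Schedule – induction 48 h, compound 1 h, agonist 30 min · Detection – formaldehyde fixation, Hoechst nuclear stain, 10x automated fluorescence imaging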
Autophagy mod – modulators of autophagy | AID 463193 | MEF GFP-LC3 puncta imaging; test concentration mostly 10 µM | calls only at 10 µM (by protocol) | 0.98% of 190,000 active;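 active means percentage of spot-positive cells more than 3 SD above its plate mean, without a fluorescence outlier flag or 80% toxicity; inconclusive means no clear call, values can overlap the other calls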;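 further: spot-positive cell cutoff set from DMSO-treated cells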
T cell HTS – modulates CD8 T cell binding to vesicles. 0.068% of 330,000 active. 2C CD8+ T cell-vesicle binding, flow cytometry; active compounds read low. calls only at 7 µM;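 active means response, share of CD8 T cells binding vesicles, and their 90th percentile fluorescence all below set limits, cut at about 80% in these data, passing the limit was not always enough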
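material = purified 2C TCR transgenic mouse naive CD8+ T cells | controls = Unloaded micro-vesicles (low), QL9 vesicles with 0.7% DMSO (high) | detection = cytometric PE anti-B7-1 and Alexa647 anti-CD8 signals after 1% paraformaldehyde fixation | incubation = binding step 1.5 h, 37 °C, antibody labelling 20 min, ice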
CSM14.1 death rescue – rescue of cells from ER stress-induced death, primary screen, 384-well, CSM14.1, thapsigargin, ATP luminescence (AID 1222) | CSM14.1 thapsigargin-induced death rescue, ATP luminescence; higher % means a stronger effect | one-dose cellular ATP content (survival), % at 20 µM; EC50 in µM for titrated hits | 190,000 tested, under 10 active;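 active means EC50 below 50 µM in the dose-response confirmation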;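 further: death triggered by thapsigargin at about 15 µM added after 2 h compound pretreatment; cell ATP read after overnight thapsigargin exposure of roughly 18 to 22 hours; normalized against plate controls of thapsigargin alone and 5% DMSO vehicle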
MT stabilizer – stabilizes microtubules in HeLa cells; AID 2205; 0.83% of 200,000 active; % tubulin-high responders, % at 10 µM; HeLa tubulin immunostaining HCS, 24 h; share of cells brighter than vehicle mean+2SD;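 active means plate Z-score above 3 for both tubulin-high and condensed-nucleus cell shares, with cell loss under 80%, at 10 µM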;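 further: anti alpha tubulin signal scored within the nucleus-defined area of each cell; some results filed as inactive read as strong as hits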
Insulin prom up – MIN6 insulin promoter up-regulation | 0.3% of 190,000 active | z-score at 5 µM | MIN6 insulin promoter-GFP reporter, high-content imaging; active compounds read high;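 active means z-score above 3 at 5 µM with at least 500 cells counted in the well; inconclusive means wells under 500 cells, flagged as cytotoxic or low count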
Lipid droplet – modulators of hepatic lipid droplet formation; AML12 mouse hepatocytes, oleate lipid droplets, BODIPY imaging; inhibition, % at 6.5 µM; 0.4% of 240,000 active;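 active means lipid droplet intensity inhibited by at least 50%, with more than 500 cells counted; inconclusive means wells with under 300 cells, treated as cytotoxic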
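System: AML12 hepatocytes (mouse). Probe or stimulus: oleic acid at 100 µM to induce lipid droplet formation. Times: overnight treatment with compound plus oleate. Detection: Image-based BODIPY and DAPI two-channel analysis. Evaluation: percent inhibition of filter-corrected integrated lipid droplet intensity per well.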
PhoP inhibition – inhibitors of PhoP regulon expression, primary screen, Salmonella Typhimurium, GFP reporter (AID 1863). S. Typhimurium PhoP-regulated promoter GFP reporter, 4 h; higher % means a stronger effect. inhibition, % at 50 µM, or IC50 in µM where a hit was titrated. 0.16% of 300,000 active;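 active means inhibition over 29.93%, a cutoff 3 SD above the screen mean, later confirmed by dose response; inconclusive means inhibition over 29.93% but no dose response follow-up; inactive means inhibition at most 29.93% or unconfirmed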;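 further: 0% = low Mg2+ inducing control and 100% = high Mg2+ repressing control; strong numbers were not always called active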
bCat nuc transl – modulators of beta-catenin nuclear translocation; HeLa beta-catenin nuclear translocation, immunofluorescence imaging; nuclear translocation activity, % at 5 µM; 0.3% of 190,000 active;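 active means nuclear translocation activity above 50% at 5 µM, with a well cell count of 50 or more; inconclusive means wells under 50 cells across six images, flagged as toxic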;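 further: per-cell ratio of nuclear to cytoplasmic median beta-catenin stain intensity; plate controls were DMSO negative control for no effect and GSK-3 inhibitor IX positive control for full effect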
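Test system: human HeLa cells, endogenous beta-catenin. Times: 24 h compound exposure, 37°C. Measured by: beta-catenin immunofluorescence imaging with DAPI.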
Dynein transport cytoplasmic EGFP – further read-out of Dynein transport, marked with its call; z-score; measured here: cytoplasmic GR-EGFP intensity; active compounds read high
Dynein transport nuclear GR-EGFP – also measured in Dynein transport; calls as there; z-score; measured here: nuclear GR-EGFP intensity;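 lower value marks the stronger effect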
Dynein transport cell count – recorded beside Dynein transport, whose call it bears; z-score; measured here: cell count per field
Insulin prom up cell count – recorded beside Insulin prom up, whose call it bears; cell count; measured here: cytotoxicity, nuclei count;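 total cells summed across four imaged fields per well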
Lipid droplet cells 6.5 µM – further read-out of Lipid droplet, marked with its call; cell count; measured here: cell count, cytotoxicity flag;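 cells counted across two imaged fields per well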
bCat nuc transl cell count 5 µM – second read-out of bCat nuc transl, no call of its own (marks repeat the call); cell count; measured here: cell count, cytotoxicity flag
T cell HTS vesicle-bound % – also measured in T cell HTS; calls as there; double positive events, %; measured here: CD8+ vesicle-bound cell fraction;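 binding gate set so that unloaded-vesicle control wells show 10% double positive cells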
MT stabilizer Hoechst-high % – second read-out of MT stabilizer, no call of its own (marks repeat the call); % Hoechst-high responders; measured here: nuclear condensation Hoechst responders;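 share of cells brighter than vehicle mean plus two SD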
MT stabilizer cytotoxicity % – further read-out of MT stabilizer, marked with its call; toxicity, %; measured here: cytotoxicity by cell density;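 0% = mean cell density of plate MIN control wells and 100% = no cells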
Autophagy mod cell loss 18 h – also measured in Autophagy mod; calls as there; toxicity, %; measured here: cell loss, nuclei count;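 cell loss after 18 h compound exposure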
* = called active by the depositor; i = inactive; ? = inconclusive; . = no result given.

SMILES	Dynein transport	Dynein transport cytoplasmic EGFP	Dynein transport nuclear GR-EGFP	Dynein transport cell count	Autophagy mod	Autophagy mod cell loss 18 h	T cell HTS	T cell HTS vesicle-bound %	CSM14.1 death rescue	MT stabilizer	MT stabilizer Hoechst-high %	MT stabilizer cytotoxicity %	Insulin prom up	Insulin prom up cell count	Lipid droplet	Lipid droplet cells 6.5 µM	PhoP inhibition	bCat nuc transl	bCat nuc transl cell count 5 µM
CCCCCCCCOC(=O)/C=C/c1c(C)[nH]c(=O)[nH]c1=O	-0.0424	-0.311	-0.198	0.382	i	-2.6	i	57.4	-2.3%	0.8	1.6	2.0	-1.74	647	-16.0	756	6.4%	0.4	834
C/C(CC(=O)Nc1cccc(Cl)c1C)=N\NC(=O)C(=O)NCC(C)C	-1.54	-0.264	-0.301	0.925	i	-6.4	i	42.6	0.3%	2.6	1.8	7.7	0.32	1220	-4.2	682	8.5%	.	.
C=CCNC(=S)NNC(=O)c1ccc(OCCC)cc1	-0.138	-0.227	-0.27	0.489	i	-13.3	i	22.0	-1.0%	2.8	3.0	8.0	-0.37	1030	12.6	758	-4.6%	-0.4	1200
O=C1C2CCCN2C(c2ccccc2)N1c1nccs1 (stereo unspecified)	-0.0754	-0.434	-0.072	0.323	i	5.1	i	35.4	0.3%	4.3	2.9	8.3	1.99	1273	.	.	11.2%	-2.8	896
O=C(COC(=O)c1ccc(S(=O)(=O)N2CCOCC2)cc1)NC1CCCC1	-0.669	-0.17	-0.348	1.08	i	4.1	i	59.9	-1.2%	2.2	2.2	6.3	-0.65	1467	.	.	-5.2%	-6.8	1039
COc1c(C)cc(Br)cc1C(=O)Nc1ccc(S(N)(=O)=O)cc1	-0.269	-0.227	-0.0134	0.504	i	-26.7	i	39.6	0.3%	4.3	2.1	6.5	.	.	12.1	685	-4.4%	-1.0	1130
COC(=O)c1ccccc1S(=O)(=O)N1CCC(c2nc3ccccc3o2)CC1	0.637	-0.188	0.702	-0.467	i	-0.9	i	47.2	-0.8%	2.5	0.2	25.7	-0.88	1419	.	.	-1.6%	-1.3	1151
O=C(CC1C(=O)NCCN1C(=O)Nc1ccc(F)cc1)Nc1cc(Cl)ccc1Cl (stereo unspecified)	-0.345	-0.232	0.139	0.237	.	.	i	22.6	.	.	.	.	-0.32	954	0.9	697	-11.1%	-0.4	1316
O=C(O)COn1c(-c2ccc(Cl)cc2)nc2ccc(Cl)cc21	-0.723	-0.105	-0.226	0.482	i	6.0	i	47.1	-0.8%	2.1	1.8	9.9	-0.05	1456	18.6	729	-7.3%	0.6	1500
Cc1ccccc1C(=O)Nc1ccc(Br)cn1	-0.464	-0.211	-0.0563	0.829	i	-5.2	i	61.6	-1.8%	3.1	3.0	2.8	0.78	1158	.	.	1.1%	-2.5	1120
CCOC(=O)N1CCN(C(=O)c2ccc3c(=O)n4c(nc3c2)CCCCC4)CC1	0.304	-0.367	0.443	0.177	i	-1.3	i	43.9	-0.7%	6.0	2.3	10.5	0.01	1075	.	.	-3.0%	1.8	1406
Cc1ccc(C(=O)Nc2ncc(Cc3ccc(SC(F)F)cc3)s2)cc1	0.279	-0.277	-0.0305	0.503	i	57.3	i	4.3	2.7%	7.3	25.3	53.7	-0.46	966	?	.	3.6%	135.0*	343*
Cc1nc(-c2ccc(C(=O)Nc3ccc(F)cc3)cc2)cs1	0.619	-0.283	0.7	-0.0872	i	14.6	i	46.2	-1.7%	3.0	1.7	8.9	-0.06	1354	.	.	6.4%	0.9	1497
COc1ccc(OCCCC(=O)Nc2nc(-c3ccccn3)cs2)cc1	0.321	-0.326	-0.385	-0.0786	i	11.8	i	22.3	1.3%	1.2	2.5	3.5	-0.15	1262	-3.5	676	-1.7%	-1.6	1085
O=C(c1ccc(CS(=O)(=O)c2ccc(Br)cc2)o1)N1CCN(C2CCCCC2)CC1	0.348	-0.165	0.487	-0.663	i	4.2	i	41.4	-0.8%	2.3	3.1	5.6	?	.	.	.	-3.7%	.	.
O=[N+]([O-])c1cc(/C=N/N/C(=N/c2ccccn2)c2ccccn2)ccc1O	0.0113	-0.356	-0.289	1	i	5.2	i	44.8	0.8%	1.7	1.5	3.5	0.07	1525	3.1	689	9.9%	-2.2	966
COc1cccc(NC(=O)C2CC(=O)OC23CCOC(C)(C)C3)c1 (stereo unspecified)	0.758	-0.188	0.722	0.0339	i	9.9	i	59.3	.	3.2	3.1	0.1	0.83	1059	.	.	-5.0%	-0.5	837
CCCc1nnc(SCC(=O)O)n1CC	-0.435	-0.224	0.194	0.416	.	.	i	41.1	.	.	.	.	-0.36	1016	0.0	633	-6.5%	0.9	1277
CC1C2CC(C/C2=N/NC(=O)c2cccs2)C1(C)C (stereo unspecified)	-0.565	-0.273	-0.334	0.519	i	10.4	i	54.6	-0.4%	4.2	1.1	8.1	-0.06	1164	-2.2	715	-6.4%	.	.
CC(=O)Oc1ccc(N2C(=O)C3C(C2=O)C2C=CC3C23CC3)cc1[N+](=O)[O-] (stereo unspecified)	-0.0179	-0.264	0.28	-0.0872	i	36.6	i	47.1	-1.2%	1.6	2.1	7.0	-0.07	1564	-23.8	480	2.6%	-4.0	974
Cc1cc(C)nc(NS(=O)(=O)c2ccc(N/C=C\C(=O)c3cccs3)cc2)n1	-0.437	-0.252	-0.0491	0.0251	i	-29.5	i	35.7	2.1%	2.5	1.5	8.3	-0.17	1450	-9.7	685	-11.1%	0.4	1523
CC1CN(c2ccc(S(=O)(=O)N3CCOCC3)cn2)CC(C)O1 (stereo unspecified)	-0.234	0.233	0.0786	0.763	i	-5.8	i	38.4	-0.4%	3.9	1.1	7.8	-0.07	1545	.	.	-9.6%	2.1	1446
N#C/C(=C\c1cn(Cc2cccc(F)c2)c2ccccc12)C(=O)NCc1ccco1	2.65	-0.174	1.34	1.09	i	14.8	i	46.4	0.4%	4.2	9.3	1.2	0.79	1435	-2.5	690	-6.2%	-3.6	872
Cc1ccc(-c2nnc(SCC(=O)NCC3CCCO3)n2C)cc1 (stereo unspecified)	-0.0567	-0.239	0.288	0.275	i	-6.9	i	53.3	0.6%	3.3	1.8	7.2	.	.	-9.3	733	-6.8%	-4.6	1208
Cc1cccc(NC(=O)c2cnn(C)c2)c1C	0.405	-0.19	0.419	0.125	i	1.2	i	43.2	-0.7%	2.5	3.0	1.2	0.15	1311	8.1	630	0.9%	.	.
O=C(Nc1cccc(O)c1)c1ccc(C(F)(F)F)cc1	1.48	-0.172	0.851	-1.44	i	8.2	i	64.4	-2.6%	1.8	0.8	0.4	0.04	1374	-6.3	619	5.4%	-0.2	1064
O=C(COC(=O)/C=C/c1ccc2c(c1)OCO2)Nc1ccc(S(=O)(=O)N2CCCC2)cc1	0.58	-0.106	0.504	-1.12	i	-2.9	i	54.2	-3.9%	2.1	2.8	11.0	0.05	1337	1.0	625	0.2%	-0.2	1019
CC1Cc2ccccc2N1CC(=O)Nc1cccc(S(N)(=O)=O)c1 (stereo unspecified)	-0.488	-0.185	-0.154	0.57	i	-15.5	i	42.9	.	1.8	1.8	1.3	0.95	1071	4.4	649	-6.9%	0.2	1072
Cc1nc2cc(-c3ccc(Cl)cc3)nn2c(C)c1CCC(=O)NCc1ccco1	-0.325	-0.193	-0.173	0.0563	i	1.1	i	33.0	-1.2%	2.0	2.9	10.4	0.68	891	.	.	9.8%	.	.
CCOC(=O)c1sc(NC(=O)c2ccccc2F)c(C(N)=O)c1C	0.597	-0.258	0.413	0.35	i	-5.4	i	29.2	-2.7%	3.5	2.4	9.7	-0.12	1385	2.0	743	0.7%	0.1	990
COc1cc(NC(=S)N2CCN(C)CC2)c(OC)cc1Cl	1.43	-0.233	1.07	-1.64	i	25.9	i	52.2	0.2%	2.4	1.8	2.4	1.73	1553	-1.1	623	6.1%	-2.8	1132
Cc1cc(C)c(C#N)c(SCC(=O)OC2CCCCC2)n1	-0.381	-0.212	0.187	-0.0127	i	-4.8	i	27.0	2.7%	2.5	1.2	6.1	0.51	1312	15.1	733	-10.0%	2.0	966
COc1ccc(-c2ccnc(SCC(=O)c3ccc(OC)c(OC)c3)n2)cc1	-0.816	-0.261	-0.412	1.39	i	16.1	i	45.5	1.7%	2.7	2.1	6.1	-0.42	1444	17.0	667	8.1%	2.6	1052
